High-throughput results as filed in PubChem.
USP2a block – blocks human ubiquitin-specific protease USP2a; O75604; USP2 core, Ub-CHOP2 coupled fluorogenic reporter, 485/531; Potency, µM (doses to about 38.3 µM), for inactives: at the top dose activity change, negative = inhibition, usual class: inhibitors; 330,000 tested, 0.01% active; AID 463254;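 note: potency is the fitted concentration of half-maximal effect; plate controls were DMSO wells for no effect and full inhibition by NEM control for full effect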
Target sequence (O75604 whole entry, looked up): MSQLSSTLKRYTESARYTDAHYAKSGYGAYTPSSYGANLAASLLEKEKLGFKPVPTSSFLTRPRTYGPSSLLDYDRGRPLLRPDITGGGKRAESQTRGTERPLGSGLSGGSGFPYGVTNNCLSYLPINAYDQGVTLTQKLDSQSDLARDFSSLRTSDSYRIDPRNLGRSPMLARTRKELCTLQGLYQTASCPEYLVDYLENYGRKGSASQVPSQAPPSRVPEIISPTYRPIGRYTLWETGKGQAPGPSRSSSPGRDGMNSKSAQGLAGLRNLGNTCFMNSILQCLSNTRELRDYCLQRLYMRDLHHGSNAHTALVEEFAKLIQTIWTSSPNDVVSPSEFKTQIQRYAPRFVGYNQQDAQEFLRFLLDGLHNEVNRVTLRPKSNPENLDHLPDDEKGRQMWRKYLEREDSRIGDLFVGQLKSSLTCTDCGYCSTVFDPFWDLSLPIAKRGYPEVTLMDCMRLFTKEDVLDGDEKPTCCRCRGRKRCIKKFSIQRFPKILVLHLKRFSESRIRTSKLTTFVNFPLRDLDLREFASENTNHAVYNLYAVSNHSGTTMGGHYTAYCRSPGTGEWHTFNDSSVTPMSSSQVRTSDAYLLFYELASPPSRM
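Cell-free coupled assay: 10nM USP2 core preincubated 30min RT with compound in Tris-HCl pH 8.0/CaCl2/CHAPS buffer, then 25nM Ub-CHOP2 and 25nM reporter substrate; fluorescence (Ex 485/Em 531) read after 60min RT, normalized to NEM inhibition, concentration-response curves fitted.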
Eya2 inh – blocks the phosphatase activity of human Eya2. O00167. recombinant Eya2, OMFP fluorescence dephosphorylation (OMFP is methylfluorescein phosphate). Potency, µM (series often up to 76.9 µM), without a hit: at the highest dose activity, negative = inhibition, usual class: inhibitors. 330,000 tested, 0.006% active. AID 488837; note: potency is the fitted concentration of half-maximal effect
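Eya2 protein (added as 0.2 uM solution) was preincubated with compound for 10 min at ambient temperature in 50 mM HEPES pH 7.5, 50 mM NaCl, 5 uM MgCl2, 0.05% BSA, 1 mM DTT. OMFP (added at 50 uM) then reacted 10 min; fluorescence read at 485/525 nm.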
GALK inhibitor – inhibitors of human galactokinase; P51570; Purified GALK, Kinase-Glo residual ATP luminescence; AID 1868; Potency, µM (titrated, usually from 57.5 µM), without a hit: top-dose activity change, negative = inhibition, actives largely listed as inhibitors; 270,000 tested, 0.007% active; note: potency is the fitted concentration of half-maximal effect
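Human GALK (5 nM) with 35 uM ATP and 100 uM galactose in 20 mM HEPES pH 8.0, 5 mM MgCl2, 60 mM NaCl, 1 mM DTT, 0.01% BSA. After 1 h at room temperature, leftover ATP was read by Kinase-Glo Plus luminescence.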
PKM2 activator – PKM2 (human) enzyme activation | P14618 | purified PKM2, Kinase-Glo ATP luminescence, activation; response scale: 0% is enzyme alone, no compound | Potency, µM (highest dose often 57.5 µM), for the others: top-dose activation, hits mostly activators | 260,000 tested, 0.34% active; note: potency is the fitted concentration of half-maximal effect; nearly all actives have a fitted effect of over 55% in size
Target sequence (P14618 whole entry, looked up): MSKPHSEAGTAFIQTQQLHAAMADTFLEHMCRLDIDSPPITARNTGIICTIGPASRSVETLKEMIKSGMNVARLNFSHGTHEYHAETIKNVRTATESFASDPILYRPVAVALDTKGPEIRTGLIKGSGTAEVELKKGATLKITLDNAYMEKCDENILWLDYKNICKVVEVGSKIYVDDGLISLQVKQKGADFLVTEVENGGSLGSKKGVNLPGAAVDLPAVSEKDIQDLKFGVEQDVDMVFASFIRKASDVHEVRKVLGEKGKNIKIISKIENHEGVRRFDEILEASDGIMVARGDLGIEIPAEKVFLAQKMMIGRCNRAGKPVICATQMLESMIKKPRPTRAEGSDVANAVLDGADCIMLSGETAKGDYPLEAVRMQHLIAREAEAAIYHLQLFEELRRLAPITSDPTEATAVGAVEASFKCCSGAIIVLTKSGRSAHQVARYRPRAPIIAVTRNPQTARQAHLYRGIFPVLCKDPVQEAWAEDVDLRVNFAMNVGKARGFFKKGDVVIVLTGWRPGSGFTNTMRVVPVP
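hPK-M2, >95% pure; 0.1 mM ADP / 0.5 mM PEP final; imidazole pH7.2 buffer w/ 7 mM MgCl2, 50 mM KCl; 1 h RT; Kinase-Glo lum. Intermediate enzyme activity for dual inhibitor/activator qHTS.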
uPA generation – cell surface uPA generation inhibition; cell surface uPA generation assay, qHTS; AID 540303; Potency, µM (doses to about 38.3 µM), for inactives: top-dose activity change, negative = inhibition, usual class: inhibitors; 330,000 tested, 0.31% active; active = well fitted inhibition curve with a large enough effect; inconclusive = small, poorly fitted or top-dose-only effect; inactive = no such curve, though single readings can be large or run the other way; tested in mouse RAW 264.7 cells; note: potency is the fitted concentration of half-maximal effect; nearly all actives have a fitted effect of over 55% in size
hERG WT inh – blocks the wildtype human KCNH2 potassium channel; U2OS, BacMam KCNH2, thallium flux FluxOr; stronger effect = lower value; Q12809; 340,000 tested, 0.37% active; AID 720551; activity change, % at 1.84 µM;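 active = maximum activity change below -70%; inconclusive = maximum activity change between -70% and -50%; inactive = maximum activity change above -50%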
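U2OS cells transduced with wild-type KCNH2 virus are loaded with FluxOr dye for 45 min, and thallium flux is measured in kinetic reads before and after stimulation buffer. Rate constants are normalized to DMSO controls.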
Chronic BCR inh – blocks chronic active B-cell receptor signaling | ABC-DLBCL IkBa-CBG/CBR reporter, luminescence ratio, 4 h | Potency, µM (doses to about 46.1 µM), inactives show at the highest dose ratio change, negative = lower green/red ratio, most hits filed as inhibitors | 340,000 tested, 0.05% active; active = well fitted inhibition curve with a large enough effect in the signal ratio, with a control signal flat, not every such curve was filed as active; inconclusive = small, poorly fitted or top-dose-only effect, or effect the other way, or a change in a side signal; the % refers to the signal ratio;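 note: potency is the fitted concentration of half-maximal effect; plate controls were basal doxycycline-induced cells for no effect and cells given 10 µM MG132 for full effect; MG132 reads +100%, hits lower the ratio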
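TMD8 ABC-DLBCL cells carrying doxycycline-inducible green luciferase fused to IkappaBalpha plus unfused red luciferase were exposed to compounds (up to 46 uM) for 4 hrs at 37C. Activity came from the overlap-corrected green/red luminescence ratio.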
KCNH2 3.1 inh – blocks the human KCNH2 3.1 channel isoform. U2OS KCNH2 3.1, thallium flux FluxOr; stronger effect = lower value. activity change, % (tested at about 1.8 µM). 340,000 tested, 0.95% active;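 active = maximum activity change below -70%; inconclusive = maximum activity change from -70% to -50%; inactive = maximum activity change above -50%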;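 note: thallium influx rate constant from kinetic fluorescence after stimulation buffer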
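Steps: virus added to U2OS suspension (4 h, RT, dark); medium with 10% FBS added, cells plated, 37 C overnight; FluxOr/Red40 loading buffer 45 min RT; stimulation buffer, 2 min kinetic read; rate constant normalized.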
Giardia kill – Giardia lamblia killing. Giardia lamblia trophozoite viability. AID 540267. 340,000 tested, 0.15% active. activity change, % at 7.66 µM, hits read low; in the data active = activity change below about -80%; inconclusive = between about -30% and that limit;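 note: parasites exposed to compound for two days anaerobically before the ATP read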
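Luminescence from cellular ATP indicates surviving trophozoites (100 cells/well) following 48 hrs anaerobic compound treatment at 37 deg C; signal develops 15-30 min at room temperature.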
B2AR arrestin – recruits beta-arrestin to the human beta2-adrenergic receptor; P07550; beta-arrestin recruitment to beta2AR, cell-based reporter; Potency, µM (doses to about 46.1 µM), for the others: at the top dose activation, most hits filed as activators; 330,000 tested, 0.02% active; AID 492947;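 note: potency is the fitted concentration of half-maximal effect; 0% = DMSO controls and full agonism = EC100 isoproterenol or metaproterenol; nearly all actives have a fitted effect of over 65% in size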
FBPA coupling cs – coupling enzyme interference in Giardia aldolase counter-screen; coupling enzyme system counterscreen, AmpLite Red fluorescence; activity change, negative = inhibition, % at 58.2 µM, hits read low; 290,000 tested, 0.67% active; in the data active = activity change below about -30%
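Coupling enzymes only (glyceraldehyde-3-phosphate) + compound, at 57.5 uM final, 10 min RT; add substrate/coupling/AmpLite Red mix, 20 min RT; fluorescence ex 525/em 598 nm. Actives flag coupling-system interference.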
Active calls of the source: *; ? = inconclusive; nt = not tested or not shown; [ ] = another dose, or the depositor's remark. Unless noted, calls come from the whole dose curve; as a rule, active = well fitted curve in the direction sought with a large enough effect; inconclusive = small, poorly fitted or top-dose-only effect, or another doubt; inactive = no such curve, though single readings can be large; an effect the other way counts as inactive or inconclusive. Unless noted, % is set by controls: 0 for no effect and ±100 for the full control effect.

SMILES | USP2a block | Eya2 inh | GALK inhibitor | PKM2 activator | uPA generation | hERG WT inh | Chronic BCR inh | KCNH2 3.1 inh | Giardia kill | B2AR arrestin | FBPA coupling cs
CCC(=O)N1C(C(=O)NCc2ccc(OC)cc2)CSC1c1ccc(OC)cc1 (configuration not stated) | -1% | -1% | 3% | -3% | 11% | 1 | 7% | 5 | -16 | -0.1% | 7
CCOc1ccc(-c2nnn(CC(=O)N3CCN(c4ccc(OC)cc4)CC3)n2)cc1OCC | 0% | 1% | 4% | 0% | -7% | -6 | 0% | 4 | -12 | -0.2% | 2
O=C(Nc1nc(N2C(=O)c3ccccc3C2=O)n(-c2ccccc2)n1)c1ccccc1 | 3% | 6% | nt | 2% | -1% | 0 | ? | 4 | 9 | 2.1% | 0
CCOC(=O)c1ccc(NS(=O)(=O)c2cc(-c3nnnn3C(C)C)ccc2OC)cc1 | -6% | -10% | 1% | 9% | -5% | -9 | -1% | 12 | -1 | 0.4% | 1
Cc1c(NC(=O)C(C)OC(=O)CCOc2ccccc2)c(=O)n(-c2ccccc2)n1C (configuration not stated) | 3% | 6% | nt | nt | -1% | 0 | 1% | 3 | 13 | 0.7% | nt
CN(C)C(CNS(=O)(=O)c1ccc2ccccc2c1)c1ccccc1 (configuration not stated) | 2% | -6% | nt | nt | -11% | 2 | -1% | -14 | -7 | 0.0% | 0
O=C(Nc1ccc(Cl)cc1)c1cccc(NC2=NC3CS(=O)(=O)CC3S2)c1 (configuration not stated) | 1% | -1% | nt | -2% | -4% | 15 | 3% | 13 | 5 | 0.3% | 0
CC1(C)Cc2c(c(N3CCOCC3)nc3sc4c(N5CCOCC5)nnnc4c23)CS1 | -2% | -12% | -1% | -3% | nt | nt | 6% | nt | nt | 0.3% | 2
CS/C(=C\[N+](=O)[O-])Nc1ccc(C)cc1 | -6% | 13% | 9% | -8% | 2% | -12 | ? | 36 | -13 | -0.5% | 3
Cc1ccc(NC(=O)C(CC(C)C)NC(=O)C2CCC(C)CC2)nc1 (configuration not stated) | 5% | -1% | 0% | 1% | 3% | -4 | -1% | 32 | -6 | 0.3% | 1
Cc1cc(C)cc(N(CCC#N)C(=O)COC(=O)C2=COCCO2)c1 | -1% | 12% | nt | nt | 0% | 4 | -8% | 1 | -5 | 0.0% | nt
COc1cc(CC(=O)Nc2ccccc2N2CCOCC2)cc(OC)c1OC | -15% | -5% | 1% | 4% | -1% | 4 | -6% | 13 | -5 | 0.0% | 7
CC(NC(=O)Cc1cccs1)c1ccccc1 (configuration not stated) | 2% | 12% | 0% | ? | 0% | 3 | 0% | ? | 14 | -0.7% | -2
Cc1cccc(-c2oc3ccccc3c2-c2ccc3c(c2)OCO3)c1 | 2% | -3% | nt | 0% | -19% | 9 | ? | 12 | -15 | -0.8% | -3
Cc1cc(C)n(CCCNC(=O)c2ccc3c(c2)NC(=O)CS3)n1 | 1% | -27% | 0% | 1% | 4% | 4 | 3% | 2 | 2 | 0.0% | 0
CCOC(=O)N1CCC(NC(=O)CCc2c(C)nc3ncnn3c2C)CC1 | 5% | 9% | -2% | 0% | 1% | 3 | 0% | 6 | -2 | -0.2% | -3
CN(C(=O)CSc1nc2ccccc2s1)c1c(N)n(Cc2ccccc2)c(=O)[nH]c1=O | -1% | -18% | 0% | ? | 5% | 1 | -9% | -3 | -10 | -1.0% | 2
O=C(NC(=S)Nc1ccc2c(c1)OCCO2)c1ccccc1 | 0% | -5% | -3% | 3% | nt | -4 | ? | 1 | -14 | -0.8% | 3
Cc1cccc(C)c1NC(=O)CCCSc1nnc(-c2ccco2)o1 | 0% | -3% | 8% | 0% | 0% | 4 | -2% | 3 | -11 | 0.3% | 0
CC1(c2ccccc2)NC(=O)N(CC#N)C1=O (configuration not stated) | 1% | 10% | 12% | 20% | 4% | -13 | 12% | 4 | 7 | 0.1% | 1
Cc1ccc(CNC(=O)CN(c2cccc([N+](=O)[O-])c2)S(C)(=O)=O)cc1 | 1% | 3% | -1% | -2% | 4% | -7 | 2% | -20 | 3 | 0.4% | 0
COc1ccc(-c2nnc(-c3ccc(OCC(C)C)cc3)o2)cc1 | -1% | 6% | 0% | 0% | -1% | -1 | -6% | -34 | -4 | -3.4% | nt
O=C(Cc1cccs1)N1CCN(c2nc(-c3ccc(Cl)cc3)cs2)CC1 | 1% | -8% | 1% | 2% | nt | -4 | 0% | -5 | 9 | -0.6% | 3
Oc1c(Cl)cc(Cl)cc1CNc1nccs1 | -4% | -13% | -2% | 3%[11.5 µM] | 2% | -2 | -13% | -4 | 27 | -0.9% | 0
Cc1c(C#N)c(=O)c(-[n+]2ccccc2)c([S-])n1-c1ccc(Cl)cc1 | 3% | -19% | -2% | 0% | -2% | 1 | ? | 22 | -11 | -0.5% | -1

2 compounds drawn at random from the list so far:
SMILES | USP2a block | Eya2 inh | GALK inhibitor | PKM2 activator | uPA generation | hERG WT inh | Chronic BCR inh | KCNH2 3.1 inh | Giardia kill | B2AR arrestin | FBPA coupling cs
CN(C)C(CNS(=O)(=O)c1ccc2ccccc2c1)c1ccccc1 (configuration not stated) | 2% | -6% | nt | nt | -11% | 2 | -1% | -14 | -7 | 0.0% | 0
COc1cc(CC(=O)Nc2ccccc2N2CCOCC2)cc(OC)c1OC | -15% | -5% | 1% | 4% | -1% | 4 | -6% | 13 | -5 | 0.0% | 7

The listing continues.
SMILES | USP2a block | Eya2 inh | GALK inhibitor | PKM2 activator | uPA generation | hERG WT inh | Chronic BCR inh | KCNH2 3.1 inh | Giardia kill | B2AR arrestin | FBPA coupling cs
COc1cccc(NC(=O)C2CCCN2S(=O)(=O)c2ccc3c(c2)n(C)c(=O)c(=O)n3C)c1 (configuration not stated) | -1% | 1% | 4% | nt | -4% | -10 | 0% | 22 | 38[activator] | -0.2% | 0
Cc1ccc(C)c(NC(=O)C2CCCN(c3cnccn3)C2)c1 (configuration not stated) | 1% | 1% | -1% | nt | 2% | 2 | 2% | 6 | 11 | -0.1% | nt
c1ccc(-n2ncc3c(N4CCCC4)ncnc32)cc1 | 0% | 6% | 0% | 2% | -12% | 12 | ? | 1 | -11 | -0.4% | -6
N#C/C(=C\c1cc2ccccc2nc1N1CCOCC1)C(=O)Nc1ccc(N2CCOCC2)cc1 | -1% | 2% | 0% | -1% | 9% | -4 | 2% | 5 | 1 | -1.9% | 0
Cc1c(C(=O)NC2CCN(Cc3ccccc3)C2)oc2ccc(Br)cc12 (configuration not stated) | -1% | 0% | 10% | 1% | 0% | 8 | -4% | -22 | 22 | -0.3% | 1
O=C1CSC(c2ccc(F)cc2)N1c1c(F)cccc1F (configuration not stated) | -1% | 4% | nt | nt | 5% | 15 | -1% | 4 | ? | -0.8% | 4
CCC1(C(=O)O)NC(c2cc(OC)ccc2O)C2C(=O)N(Cc3ccccc3)C(=O)C21 (configuration not stated) | -1% | -15% | 2% | 7% | 5% | ? | 15% | 1 | 13 | -0.5% | -2
COc1ccc(N2C(=O)CC(n3c(CCCCO)nc4ccccc43)C2=O)cc1 (configuration not stated) | -2% | 8% | 2% | 29% | -11% | 5 | -3% | -8 | -4 | -0.3% | 3
CC(C)CC(NC(=O)c1ccccc1NC(=O)c1ccccc1)C(=O)O (configuration not stated) | 1% | 0% | 3% | -12% | 10% | -2 | ? | -8 | -17 | -0.2% | 10
Cc1ccc(NS(=O)(=O)c2ccc(OCC(=O)NCc3ccncc3)cc2)cc1 | 2% | -5% | 0% | -7% | 6% | 7 | 0% | 4 | 1 | -1.6% | 5
O=C(NCCc1ccccc1)C(=O)NCC1OCCN1S(=O)(=O)c1cc(F)ccc1F (configuration not stated) | -3% | 10% | nt | -13% | 3% | -1 | 10% | 23 | 2 | 0.2% | -1
C=CCOc1cccc(C2/C(=C(/O)c3ccc4c(c3)CC(C)O4)C(=O)C(=O)N2CCN2CCOCC2)c1 (configuration not stated) | 0% | 7% | 0% | -5% | -1% | 12 | -4% | -1 | 6 | 0.6% | 6
O=C(NCc1ccc(F)cc1)c1cccnc1 | -2% | 9% | 0% | -26% | 1% | -16 | -3% | -36 | 9 | 0.3% | 2
COc1ccc([N+](=O)[O-])cc1NC(=O)C(C)OC(=O)c1ccccc1C(=O)c1ccc(Cl)cc1 (configuration not stated) | -2% | 1% | 0% | -2% | 2% | 12 | 7% | nt | 12 | -0.7% | -5
O=C(O)Cc1c(C(=O)O)nnn1-c1ccc(Cl)cc1Cl | 3% | 14% | 8% | -6% | 4% | -5 | -1% | -7 | 1 | -0.2% | 11
O=C(O)c1ccccc1SCc1nc2ccccn2c1Br | 2% | 3% | 0% | 0% | 3% | -10 | -2% | -25 | -30 | 0.0% | 7
COC(=O)C1CCN(c2cc(=O)n(-c3ccccc3Cl)c(=O)[nH]2)CC1 | 1% | -2% | 0% | 0% | nt | 17 | 1% | nt | -13 | -0.1% | 0
